# BoNT-A LC inh2: BoNT A light chain protease inhibition; inhibition, % at 10 µM; multiplex microsphere protease substrate cleavage, flow cytometry; 360,000 tested, 0.17% active; also: plate controls were buffer without enzyme for full effect and enzyme alone for no effect
# PfHsp40 yeast: rescue of PfHsp40-mediated yeast toxicity. growth rescue, % at 12.5 µM. AID 504582. S. cerevisiae expressing PfHsp40, growth rescue, ATP luminescence. 340,000 tested, 0.68% active; in the data active = growth rescue above about 28%, passing the limit was not always enough;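 also: yeast W303a lacking pdr1 and pdr3 grown in galactose medium; growth measured after three days at 30 °C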
# TcdB inh: TcdB glycohydrolase inhibition; 350,000 tested, 0.24% active; P18177; TcdB glycohydrolase enzymatic assay, plate reader; inhibition, % at 9.99 µM; in the data active = inhibition above about 10%
# DUSP3 inh: inhibitors of human VHR1 phosphatase (DUSP3). recombinant VHR phosphatase, pNPP absorbance. AID 1654. inhibition, % at 13.3 µM. P51452. 290,000 tested, 0.52% active; in the data active = inhibition above about 50%; also: some compounds called inactive have numbers as strong as hits
# Target sequence (P51452 whole entry, looked up): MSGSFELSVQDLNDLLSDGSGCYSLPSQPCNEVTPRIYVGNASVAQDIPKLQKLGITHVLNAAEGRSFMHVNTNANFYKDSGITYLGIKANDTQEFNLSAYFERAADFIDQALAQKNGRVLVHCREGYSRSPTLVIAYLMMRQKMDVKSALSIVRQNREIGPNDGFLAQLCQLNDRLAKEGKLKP
# PriA SSB inh: blocks PriA binding to SSB C-terminal tail | AID 1272365 | inhibition, % at 33 µM | 430,000 tested, 0.6% active | AlphaScreen SSBct-PriA binding, biotinylated peptide; in the data active = inhibition mostly above about 37%, no sharp cut-off; inactive = mostly below about 20%;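 also: plate controls were negative control peptide for no effect and reference peptide for full effect; strong numbers were not always called active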
# Vc quorum ag: quorum light induction in luxS cqsA deficient V. cholerae. V. cholerae BH1578 lux reporter, luminescence, 6 h. activation, % at 18.7 µM. 350,000 tested, 0.16% active. AID 588436; in the data active = activation mostly above about 9.7%, no sharp cut-off; also: not every result past the cut was called active; inactives centre near 0; reference of the scale not given here
# Anthrax LF inh2: blocks Bacillus anthracis lethal factor protease | P15917 | multiplex microsphere protease cleavage assay, LF | inhibition, % at 10 µM | 360,000 tested, 0.12% active | AID 588501; also: plate controls were buffer without enzyme for full effect and enzyme alone for no effect
# Target sequence (P15917 whole entry, looked up): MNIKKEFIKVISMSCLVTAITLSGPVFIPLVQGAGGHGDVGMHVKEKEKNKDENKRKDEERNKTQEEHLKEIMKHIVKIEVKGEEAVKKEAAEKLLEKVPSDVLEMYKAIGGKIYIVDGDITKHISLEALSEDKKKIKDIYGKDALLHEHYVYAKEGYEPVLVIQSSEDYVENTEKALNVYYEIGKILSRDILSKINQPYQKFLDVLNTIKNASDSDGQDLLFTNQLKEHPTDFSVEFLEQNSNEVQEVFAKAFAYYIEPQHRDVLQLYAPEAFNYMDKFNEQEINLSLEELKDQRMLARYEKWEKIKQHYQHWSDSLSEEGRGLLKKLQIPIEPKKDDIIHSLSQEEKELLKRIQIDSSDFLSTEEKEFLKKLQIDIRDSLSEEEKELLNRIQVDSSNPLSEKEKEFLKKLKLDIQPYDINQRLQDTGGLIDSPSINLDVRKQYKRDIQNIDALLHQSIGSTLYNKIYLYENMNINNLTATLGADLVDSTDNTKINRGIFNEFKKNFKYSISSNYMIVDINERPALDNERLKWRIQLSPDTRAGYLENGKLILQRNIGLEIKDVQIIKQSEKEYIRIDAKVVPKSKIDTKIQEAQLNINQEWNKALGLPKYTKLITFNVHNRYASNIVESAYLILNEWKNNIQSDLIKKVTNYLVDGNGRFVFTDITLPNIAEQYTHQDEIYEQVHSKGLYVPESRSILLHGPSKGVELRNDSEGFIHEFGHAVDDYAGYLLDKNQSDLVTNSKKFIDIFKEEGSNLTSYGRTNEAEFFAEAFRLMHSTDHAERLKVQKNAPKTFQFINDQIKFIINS
# SARS 3CLpro inh: SARS-CoV 3CLpro protease inhibition; recombinant SARS-CoV 3CLpro, quenched FRET peptide cleavage; 290,000 tested, 0.14% active; AID 1706; inhibition, % at 6 µM; in the data active = inhibition above about 12%
# CCHF vOTU inh: CCHFV vOTU protease inhibition. Pep-AMC fluorescence. inhibition, % at 11.5 µM. 370,000 tested, 0.55% active; in the data active = inhibition above about 30%; also: 0% = vehicle wells with enzyme and 100% = no enzyme wells
# Yp Topo-I inh: inhibitors of Yersinia pestis topoisomerase I; activity, % at 10 µM; Y. pestis Topo-I cleavage product accumulation, plate reader; 360,000 tested, 0.064% active; in the data active = activity above about 50%, passing the limit was not always enough; also: inactives centre near 2
# Numbers without * were called inactive; i = inactive; . = no result given; & = joins results of further samples. Rule as the data show it, unless noted: active = inhibition above about 30%; inconclusive = no clear call, values can overlap the other calls; inactive = below that. Only part of the results is shown; the hit share may differ from the screen's.
compound	BoNT-A LC inh2	PfHsp40 yeast	TcdB inh	DUSP3 inh	PriA SSB inh	Vc quorum ag	Anthrax LF inh2	SARS 3CLpro inh	CCHF vOTU inh	Yp Topo-I inh
COc1ccc(NC(=O)NCc2ccc3c(c2)OCO3)cc1	-0.9	-0.6	1.9	-3.0	-1.7	-0.3	-1.0	5.4	2.5	-12.2
O=C(NCCCn1ccnc1)Nc1cccc2ccccc12	0.3	3.9	.	44.1	-1.4	-3.6	-0.9	1.5	2.8	4.4
Cc1cc(OCC(O)CN)ccc1Cl (stereo unspecified)	0.0	-1.4	-0.7	2.7	-1.0&-15.5	-1.0	-2.0	4.8	4.6	-2.2
O=C(COC(=O)c1cccc(S(=O)(=O)N2CCOCC2)c1)NC1CCCCC1	0.4	.	1.2	.	.	-0.6	-3.1	.	3.5	2.5
CCSc1nnc(NC(=O)c2c(C)noc2C)s1	-3.8	-1.4	1.5	23.6	4.1	i	-6.0	-2.2	-4.0	4.8
C/C(=N\NC(=O)CC(C)C)c1ccc(N2CCCCC2)cc1	1.5	-2.2	-0.1	-9.9	.	-1.0	2.2	-0.6	1.3	-2.8
CC1CCCCC1NS(=O)(=O)c1ccc(S(=O)(=O)N2CCCC2)cc1 (stereo unspecified)	0.9	1.8	.	21.3	-8.9	i	-1.0	0.5	-12.7	-8.3
CC(=O)c1c(O)c(C)c(O)c2c1OC1=CC(=O)C(C(C)=O)C(=O)[C@@]12C (stereo partly specified)	-1.0	-0.3	-4.1	-34.8	-7.5	-0.6	7.5	1.4	13.1	-8.3
CCC(C)NS(=O)(=O)c1cc2c3c(c1)CCC(=O)N3CCC2 (stereo unspecified)	-0.8	0.3	-0.2	-14.6	-1.1	i	-2.5	-1.7	7.5	2.4
CCCCCCc1cc2cc(C(=O)NCc3ccccc3)c(=N)oc2cc1O	0.8	-1.3	0.5	30.5	-3.6	-0.3	-1.8	-3.4	-25.9	-2.7
CC(C)c1ccc(S(=O)(=O)N2CCN(C(=O)CCNS(=O)(=O)c3ccccc3F)CC2)cc1	0.2	1.7	-4.0	.	-12.1	i	1.0	.	17.3	10.9
CCc1nccn1S(=O)(=O)c1ccc2ccccc2c1	0.5	-0.1	.	21.7	-13.5	0.2	-3.8	-2.4	-7.7	-5.4
CC(C)Oc1ccc(CCC(=O)NNC(=O)c2ccccc2C(=O)O)cc1	-1.3	-0.1	0.9	32.2	0.3	i	-2.6	9.0	16.2	-4.3
COc1ccccc1S(=O)(=O)Nc1ccc2nc(C)sc2c1	0.2	0.3	-0.6	.	-8.1	-0.5	-1.6	.	5.5	6.5
N#Cc1cn(Cc2ccncc2)c(=O)[nH]c1=O	-0.2	-0.4	1.2	25.6	-5.7	i	-2.3	8.6	-3.0	10.0
O=C(CCn1cccc1)Nc1cc(F)ccc1F	0.2	-0.5	.	17.9	3.0	i	-3.9	2.5	0.2	5.5
CCCCSc1nnc2[nH]c(=O)cc(N)n12	0.3	0.6	.	-2.4	-15.5	3.8	-1.1	-1.6	8.1	2.8
Cc1cc(C)n(CCNC(=O)c2ccc3c(c2)OCO3)n1	-0.2	1.3	0.8	1.9	-1.0&-0.1	i	10.7	0.1	1.1	0.8
CCCCNc1c(-c2cccc(-c3ccc(OC)cc3)c2)nc2ccc(C)cn12	0.1	232.0*	-0.3	.	-11.9	i	-12.1	.	-6.2	-1.5
CC(C)OC(=O)C(C#N)c1nc2ccccc2nc1N1CCN(Cc2ccccc2)CC1 (stereo unspecified)	3.6	-1.3	.	20.8	2.9	-0.7	1.0	-2.3	-0.8	4.1
Cc1cc(Cl)ccc1N1C(=O)CC(SCCC(=O)O)C1=O (stereo unspecified)	1.4	0.8	.	-11.2	4.2	i	-1.6	2.3	-3.9	-7.2
CCOC(=O)c1ccccc1NC(=O)N[C@@H](C)C(=O)OC	-1.3	-0.3	2.3	-12.9	-15.2	-0.4	-4.4	4.7	-13.2	10.3
O=C(Nc1ccc2c(c1)OCCO2)c1ccccc1Cl	0.2	.	1.3	.	.	i	1.8	.	11.7	1.9
CCN(CC)c1ccc(C(=O)OCC(=O)NC(C)(C)C)cc1	0.4	-1.3	0.8	16.6	-7.4	-0.6	-5.1	0.7	6.7	7.7
O=C(c1cc(-c2ccc(Cl)cc2)nc2ccccc12)N1CCOCC1	0.0	-0.4	1.1	.	8.4	-4.2	-3.3	.	-1.8	9.3
Cc1ccc(S(=O)(=O)N(CC(=O)Nc2ccccc2C(=O)O)c2cccc(Cl)c2C)cc1	-1.0	0.9	-2.1	1.7	-3.2	-0.3	-3.3	10.1	10.2	1.1
O=C(C[C@H]1C[C@H](C(=O)N2CCOCC2)[C@@]2(CCC3CCCC3)c3[nH]c4ccc(Cl)cc4c3CCN2C1=O)NCCCn1ccnc1	0.4	-1.9	1.6	.	28.5	i	4.4	.	-5.4	10.4
C=C(C)C(=O)Nc1cccc(C2=NOC3(C2)C[C@@H](C(N)=O)N(C(=O)c2cc([N+](=O)[O-])cc([N+](=O)[O-])c2C)C3)c1 (stereo partly specified)	-0.7	-1.2	-5.0	14.9	24.6	i	-8.3	.	25.4	22.6
CCCS(=O)(=O)NC(=O)C1(C)CCCN(C(=O)c2ccc(F)c(Cl)c2)C1 (stereo unspecified)	0.3	.	-0.6	.	.	i	5.9	.	3.7	-0.4
COc1ccc(C(=O)Nc2ccccc2C(=O)NCc2cccnc2)cc1	0.9	-0.9	2.6	18.7	-7.9	-0.6	-1.5	0.8	7.9	2.6
Cc1ccc2oc3c(SCc4nc5ccccc5[nH]4)nc(C)nc3c2c1	-0.1	15.4	2.4	.	2.9	i	2.0	.	-4.7	9.2
CCSc1nnc(NC(=O)CCCOc2ccc(C)cc2)s1	-0.6	-1.5	-2.5	22.3	-6.9	-0.4	-1.4	2.0	-11.8	-1.7
Cc1ccc(Nc2nc(N/N=C/c3c[nH]c4ccccc34)nc(N3CCOCC3)n2)cc1	-0.8	2.5	-0.1	8.4	.	-0.2	-1.0	4.7	14.1	-3.2
O=C(Nc1ccc(Cl)cc1)Nc1ccon1	-0.1	0.1	1.0	2.3	-11.8	i	4.1	-2.1	-6.0	3.4
Cc1cc(C)c2c(N)c(C(=O)Nc3cccc(C)c3C)sc2n1	-1.5	0.2	1.1	11.3	-6.8	i	2.1	0.9	-9.1	0.6
CCN(CC)C(=N)N1c2ccccc2CCC1C (stereo unspecified)	-0.7	-0.2	1.0	4.8	-8.8	-0.2	-5.5	-0.8	7.2	0.9
O=C(OC1CCOC1=O)c1cc(-c2ccc(Cl)cc2)nc2ccccc12 (stereo unspecified)	0.5	8.9	0.8	27.0	-10.3	-0.4	-2.0	0.3	8.1	10.5
CCC(=NCCCn1ccnc1)c1c(O)n(Cc2ccccc2)c(=O)[nH]c1=O	0.4	-0.1	.	-22.7	-14.9	.	7.0	3.0	10.5	-6.0
Cc1cc(NS(=O)(=O)c2ccc(NC(=O)CCCOc3ccccc3C)cc2)no1	0.5	-1.0	-0.8	6.4	-2.1	i	-2.3	2.1	0.9	15.6
O=C(Cc1nnc(NC(=O)Nc2ccc(Cl)cc2)s1)NCc1ccccc1	0.3	-0.9	0.2	0.1	-13.3	-0.1	0.8	-2.5	-3.7	-4.3
COC(=O)c1ccc(/C=C2/SC(=S)N(CCCC(=O)Nc3ccccn3)C2=O)cc1	-0.2	-0.4	.	-4.1	-1.9	-0.3	-2.2	2.5	5.2	-10.4
CCOC(=O)c1c(/N=C/c2cc(C)ccc2O)sc2c1CCC2	-0.5	-1.6	.	-17.0	.	-4.2	-2.3	-0.9	-5.8	1.2
O=C(COc1ccccc1F)N1CCN(CCN2C(=O)c3cccc4cccc(c34)C2=O)CC1	-0.3	-1.3	-0.3	16.7	-8.7	i	-4.4	-1.4	-0.8	16.3
CNC(=S)Nc1ccc(C(N)=O)cc1	0.1	-0.2	0.6	16.5	-21.8	2.8	-2.7	-0.9	-11.4	-1.4
NNC(=O)c1ccc(CSc2nc3ccccc3[nH]2)cc1	0.6	-0.9	0.1	31.0	2.7	-1.6	0.2	5.0	-7.3	5.2
Cc1cc(Nc2cccc(F)c2)n2c(n1)nc1ccccc12	0.6	-1.2	1.6	2.7	2.4	i	6.7	-11.8	-14.5	-1.3
Cc1cc(N)n(-c2nc(-c3cccnc3)nc3ccccc23)n1	-0.3	0.6	.	19.7	3.9	0.3	-0.3	4.3	21.0	5.3
O=C(COc1ncnc2cc([N+](=O)[O-])ccc12)NC(=O)NC1CCCCC1	0.3	-1.5	-0.4	13.2	0.3	i	1.2	-3.7	11.8	-11.5

# 4 entries picked at random from those above, as already listed:
compound	BoNT-A LC inh2	PfHsp40 yeast	TcdB inh	DUSP3 inh	PriA SSB inh	Vc quorum ag	Anthrax LF inh2	SARS 3CLpro inh	CCHF vOTU inh	Yp Topo-I inh
CCCCCCc1cc2cc(C(=O)NCc3ccccc3)c(=N)oc2cc1O	0.8	-1.3	0.5	30.5	-3.6	-0.3	-1.8	-3.4	-25.9	-2.7
Cc1cc(Nc2cccc(F)c2)n2c(n1)nc1ccccc12	0.6	-1.2	1.6	2.7	2.4	i	6.7	-11.8	-14.5	-1.3
COC(=O)c1ccc(/C=C2/SC(=S)N(CCCC(=O)Nc3ccccn3)C2=O)cc1	-0.2	-0.4	.	-4.1	-1.9	-0.3	-2.2	2.5	5.2	-10.4
COc1ccc(C(=O)Nc2ccccc2C(=O)NCc2cccnc2)cc1	0.9	-0.9	2.6	18.7	-7.9	-0.6	-1.5	0.8	7.9	2.6

# New compounds follow
compound	BoNT-A LC inh2	PfHsp40 yeast	TcdB inh	DUSP3 inh	PriA SSB inh	Vc quorum ag	Anthrax LF inh2	SARS 3CLpro inh	CCHF vOTU inh	Yp Topo-I inh
C/C(=N\NC(=O)c1c(Br)c(C)nn1C)c1ccc(NC(=O)C(C)Oc2ccc(Cl)cc2C)cc1 (stereo unspecified)	0.2	-0.3	.	13.0	.	-0.7	-0.3	3.6	19.4	17.5
CN(C(=O)CC1C(=O)NCCN1Cc1cccc(F)c1F)C1CCOCC1 (stereo unspecified)	0.4	-1.2	-1.8	6.5	-1.2	-0.4	-2.6	-0.2	0.9	2.5
CCCc1nc2ccccc2n1CC(O)COc1ccc(NC(C)=O)cc1 (stereo unspecified)	0.3	0.4	0.3	-9.9	-6.5	1.3	-1.3	5.5	-5.9	-2.2
NS(=O)(=O)c1ccc(NC(=O)CNC(=O)c2ccc3c(c2)OCO3)cc1	-0.4	-0.4	-1.4	.	-1.2	0.8	-2.2	.	1.6	-0.3
CCCc1cc(=O)[nH]c(SCC(=O)Nc2cc(S(=O)(=O)N3CCCCC3)ccc2C)n1	-2.6	-1.4	0.3	.	-2.4	i	0.7	.	18.3	4.3
O=C(N/N=C/c1cn(-c2cccs2)nc1-c1ccccc1)c1ccc(O)cc1	0.3	0.8	.	4.4	.	0.4	-0.8	0.3	-1.7	-0.5
COc1ccc(-c2cc(=O)oc3cc(OCc4nn[nH]n4)ccc23)cc1	-0.3	-0.2	.	-4.0	1.8	-5.6	-3.2	3.3	4.4	9.4
CCCc1ncc(C(O)c2ccccc2OC)n1C (stereo unspecified)	-0.3	-0.4	0.1	22.3	-11.4	-0.5	-2.4	-2.0	-4.8	1.0
COCCCn1c(C23CC4CC(CC(C4)C2)C3)n[nH]c1=S	1.1	0.8	1.7	14.9	-4.4	-0.5	-10.3	2.1	7.4	5.9
COc1ccc(N2C(=O)C3C4C=CC(C4)C3C2=O)c([N+](=O)[O-])c1 (stereo unspecified)	0.2	-0.1	-7.7	2.7	-8.0	i	-1.0	1.6	10.9	3.1
CN(C(=O)CSc1nncc2ccccc12)C1CCCCC1	-0.7	-1.6	1.4	15.5	-25.3	i	1.5	-0.2	-9.8	4.3
COCc1c(C(=O)Nc2nc(C)cs2)oc2ccccc12	-0.1	0.8	1.6	-2.2	-8.2	-0.3	0.1	-1.2	17.9	5.1
